EPAC1 ag: agonists of human EPAC1; 0.073% of 360,000 active; AID 720707; EPAC1 agonist qHTS, biochemical assay; response scale: 100% = response to 6.5 mM cAMP; Potency, µM (series often up to 154 µM), for inactives: at the top dose activation, most hits filed as activators; further: potency means the concentration at half of the fitted maximal effect; nearly all actives have a fitted effect of over 60% in size
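Nucleotide exchange assay: 100 nM EPAC1 with 250 nM Rap1B loaded with BODIPY-GDP and 50 uM GDP, room temperature. Fluorescence (480/540 nm) read every 5 min for 30 min; signal change normalized to 6.5 mM cAMP as full agonist.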
PLK1 PBD inh: inhibitors of human PLK1 polo-box domain binding; Plk1 PBD binding of FITC phosphopeptide, fluorescence polarization; Potency, µM, inactives show max response, negative = inhibition, actives largely listed as inhibitors; AID 720504; 2.8% of 360,000 active; further: potency means the concentration at half of the fitted maximal effect; series mostly up to about 57 µM; on the % scale 0 is the no-effect control and ±100 the full control effect; nearly all actives have a fitted effect of over 65% in size
Target sequence (P53350 whole entry, looked up, the tested form may be a part): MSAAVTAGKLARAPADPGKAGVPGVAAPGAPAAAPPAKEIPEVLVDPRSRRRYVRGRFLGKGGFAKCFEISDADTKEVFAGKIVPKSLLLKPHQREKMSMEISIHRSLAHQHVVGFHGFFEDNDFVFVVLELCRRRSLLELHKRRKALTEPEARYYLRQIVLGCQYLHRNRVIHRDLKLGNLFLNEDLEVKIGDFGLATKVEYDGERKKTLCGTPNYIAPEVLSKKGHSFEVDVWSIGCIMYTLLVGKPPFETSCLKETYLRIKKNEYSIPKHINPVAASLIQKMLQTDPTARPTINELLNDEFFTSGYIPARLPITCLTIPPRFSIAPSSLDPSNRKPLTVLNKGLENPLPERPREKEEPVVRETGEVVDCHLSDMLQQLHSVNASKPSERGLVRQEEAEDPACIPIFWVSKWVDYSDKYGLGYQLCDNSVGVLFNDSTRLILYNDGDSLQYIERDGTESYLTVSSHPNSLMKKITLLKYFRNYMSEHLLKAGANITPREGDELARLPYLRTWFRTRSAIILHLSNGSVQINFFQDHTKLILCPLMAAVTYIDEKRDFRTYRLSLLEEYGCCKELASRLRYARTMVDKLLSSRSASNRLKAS
EPAC1 antagonist: blocks human EPAC1 exchange factor | 0.14% of 360,000 active | Potency, µM (series often up to 115 µM), without a hit: at the top dose activity change, negative = inhibition, usual class: inhibitors | EPAC1 GEF assay, Rap1b-BODIPY-GDP exchange fluorescence;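 further: potency means the concentration at half of the fitted maximal effect; plate controls were vehicle for no effect and positive control for full effect; nearly all actives have a fitted effect of over 50% in size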
WRN helicase inh: inhibitors of human WRN helicase; Q14191; WRN helicase unwinding, fluorescent forked duplex, kinetic; Potency, µM (titrated, usually from 114 µM), without a hit: at the highest dose activity change, negative = inhibition, actives largely listed as inhibitors; 0.46% of 360,000 active; AID 651768; further: potency means the concentration at half of the fitted maximal effect; on the % scale 0 is the no-effect control and ±100 the full control effect; nearly all actives have a fitted effect of over 55% in size
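Fluorescence dequenching readout, ex 525 nm/em 598 nm, kinetic mode: forked duplex DNA (100 nM final) with adjacent fluorophore and quencher unwound by WRN (20 nM final) with 2 mM ATP. Compound preincubation 15 min, room temperature.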
PI5P4Ka inh: PI5P4K alpha (human) kinase inhibition; P48426; PI5P4Kalpha enzyme, ADP-Glo luminescence, 60 min; active compounds read low; max response, %; 1.2% of 330,000 active; active means max response of -50% or lower; inconclusive means between -30% and -50%; inactive means -30% or higher; further: value at the top dose of about 77 µM; on the % scale 0 is the no-effect control and ±100 the full control effect
Target sequence (P48426 whole entry, looked up): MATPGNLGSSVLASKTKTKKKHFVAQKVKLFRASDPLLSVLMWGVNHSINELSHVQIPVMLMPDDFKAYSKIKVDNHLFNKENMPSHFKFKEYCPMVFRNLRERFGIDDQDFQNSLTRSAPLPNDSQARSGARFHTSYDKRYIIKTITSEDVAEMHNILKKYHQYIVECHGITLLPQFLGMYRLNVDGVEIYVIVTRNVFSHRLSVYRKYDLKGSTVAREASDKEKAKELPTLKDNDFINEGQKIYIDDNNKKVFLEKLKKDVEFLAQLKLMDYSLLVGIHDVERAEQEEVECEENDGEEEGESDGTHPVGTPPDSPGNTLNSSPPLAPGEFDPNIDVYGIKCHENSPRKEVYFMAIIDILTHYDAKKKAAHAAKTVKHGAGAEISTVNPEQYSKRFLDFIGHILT
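Quantitative HTS of the MLSMR library against PI5P4Kalpha with substrate. ATP added last at 5 microM final; room temperature, 60 minutes. Remaining ATP depleted, ADP converted and read as luminescence.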
IL2 activator: IL-2 activation; activation, % (series mostly up to about 46 µM); AID 652025; 0.065% of 360,000 active; IL-2 activation reporter assay, cell-based qHTS; stimulated with anti-CD3/CD4/CD28 beads; in transgenic mouse T cells; in the data active means activation above about 50%; inconclusive means mostly about 30% to 49%; further: 0% is about no effect
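Using fluorescent plate cytometry, EGFP and DsRed are detected in transgenic mouse T cells stimulated 18 h at 37 degrees C with antibody-coated beads after 60 min compound pretreatment.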
EPAC2 agonist: activates human EPAC2 exchange factor | EPAC2 activation, biochemical qHTS; response scale: 100% = 6.5 mM cAMP response | Potency, µM (series often up to 154 µM), without a hit: top-dose activation, usual class: activators | Q8WZA2 | AID 720711 | 0.079% of 360,000 active; further: potency means the concentration at half of the fitted maximal effect; nearly all actives have a fitted effect of over 50% in size
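Fluorescence exchange assay: 100 nM EPAC2 with 250 nM RAP1B-BODIPY-GDP and 50 uM GDP; compounds tested as a concentration-titration series (qHTS). Loss of Rap1-bound BODIPY-GDP fluorescence read at 480/540 nm; data normalized to 6.5 mM cAMP.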
CCT modulator: changes cytosolic chaperonin activity | purified chaperonin ATPase assay, HTRF ADP detection, 30 min | activity change, % (concentration not given with the values), hits read low | 0.3% of 360,000 active; in the data active means activity change below about -30%; further: on the % scale 0 is the no-effect control and ±100 the full control effect
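We incubate TRiC, 40 or 20 nM final, with library compounds at 76 uM and 10 uM ATP for 30 min at 37 °C. ADP formed is detected with Transcreener HTRF reagents after 30 min at room temperature.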
* marks the source's active call; other numbers are inactive results; ? = inconclusive; . = not tested or not shown; [ ] = remark or other dose. Unless noted, the call rests on the fitted dose curve; in most records, active means well fitted curve in the direction sought with a large enough effect; inconclusive means small, poorly fitted or top-dose-only effect, or another doubt; inactive means no such curve, though single readings can be large; an effect the other way counts as inactive or inconclusive. Only part of the results is shown; rates above refer to the full screens.

SMILES | EPAC1 ag | PLK1 PBD inh | EPAC1 antagonist | WRN helicase inh | PI5P4Ka inh | IL2 activator | EPAC2 agonist | CCT modulator
COc1cc(NC(=O)c2ccno2)cc(C(=O)Nc2cccc(C(F)(F)F)c2)c1 | -2.8% | 50.2%[activator] | -35.5% | -6.1% | 4.2 | -0.3 | -3.6% | -0.9
N#Cc1c(N)nc(SCC(=O)NC2CCCCC2)c(C#N)c1-c1ccc(Cl)cc1 | 5.5% | -8.4% | -1.1% | -1.8% | . | -0.1 | 0.5% | -1.4
Cc1ccc(OCCCN2CCOCC2)cc1 | -1.5% | -20.2% | 0.6% | 11.4% | 5.7 | -2.6 | 1.6% | -0.9
COc1ccc(S(=O)(=O)c2snnc2C)cc1 | 7.5% | -11.3% | 4.0% | -4.6% | 5.5 | -0.7 | 4.6% | -2.9
COc1ccccc1C(=O)Nc1ccnn1C1CCN(Cc2cnn(C)c2)CC1 | -2.0% | -3.6% | -6.1% | -28.6% | 9.8 | 0.4 | 9.4% | -2.2
O=C(CN1CCOCC1)Nc1ccc2c(c1)OC(F)(F)O2 | 2.5% | 3.4% | -8.3% | -6.6% | -7.7 | 0.1 | 7.1% | -4.1
Cc1cccc(NC(=O)C2C(C(=O)O)C3C=CC2C32CC2)c1C (centres undefined) | -9.8% | -10.6% | 9.5% | 7.6% | 6.5 | 1.3 | -9.4% | -2.5
COc1ccc2cc(/C=N/O)c(Cl)nc2c1 | 2.5% | -8.8% | -1.3% | 4.9% | -10.8 | 0.4 | 8.6% | -3.5
Cc1ccc(F)c(NC=C2C(=O)OC(C)(C)OC2=O)c1 | -1.7% | -2.8% | 9.1% | -2.5% | . | -1.4 | 3.4% | -1.1
Cc1cc(C(=O)CN2C(=O)NC(C)(CC(C)C)C2=O)c(C)n1-c1ccc2c(c1)OCO2 (centres undefined) | 10.6% | -3.7% | -3.4% | -17.6% | -12.0 | -0.8 | -4.0% | -0.9

Entries above with an aryl methoxy group:
SMILES | EPAC1 ag | PLK1 PBD inh | EPAC1 antagonist | WRN helicase inh | PI5P4Ka inh | IL2 activator | EPAC2 agonist | CCT modulator
COc1cc(NC(=O)c2ccno2)cc(C(=O)Nc2cccc(C(F)(F)F)c2)c1 | -2.8% | 50.2%[activator] | -35.5% | -6.1% | 4.2 | -0.3 | -3.6% | -0.9
COc1ccc(S(=O)(=O)c2snnc2C)cc1 | 7.5% | -11.3% | 4.0% | -4.6% | 5.5 | -0.7 | 4.6% | -2.9
COc1ccccc1C(=O)Nc1ccnn1C1CCN(Cc2cnn(C)c2)CC1 | -2.0% | -3.6% | -6.1% | -28.6% | 9.8 | 0.4 | 9.4% | -2.2
COc1ccc2cc(/C=N/O)c(Cl)nc2c1 | 2.5% | -8.8% | -1.3% | 4.9% | -10.8 | 0.4 | 8.6% | -3.5

Next part.
SMILES | EPAC1 ag | PLK1 PBD inh | EPAC1 antagonist | WRN helicase inh | PI5P4Ka inh | IL2 activator | EPAC2 agonist | CCT modulator
COc1ccccc1CNC(=O)CNC(=O)[C@@H]1Cc2ccccc2CN1 | 4.5% | -0.8% | 12.6% | -4.2% | -0.2 | -0.7 | -4.6% | -0.7
Cc1c(NC(=O)C2CCN(S(=O)(=O)c3ccc(Cl)cc3)CC2)c(=O)n(-c2ccccc2)n1C | 7.3% | -2.5% | 4.0% | 9.4% | . | 3.2 | 6.7% | -5.9
COc1ccccc1CNC(=O)Cc1ccc(OC)c(OC)c1 | 5.6% | 2.5% | 1.2% | -5.4% | 3.6 | 4.9 | -6.2% | 0.4
CC(C)COC(=O)N1CCCCC1c1cc(C(=O)NCc2cccnc2)no1 (centres undefined) | -6.3% | -8.4% | 0.8% | -1.6% | 0.4 | -0.3 | 0.3% | 0.4
CC(=O)Nc1nc(SCC(=O)Nc2nnc(C)s2)[nH]c(=O)c1NC(=O)c1cccs1 | 0.6% | -3.6% | 8.8% | -8.9% | 1.1 | 2.1 | 7.0% | -1.3
O=[N+]([O-])c1ccc(N2CCCCC2)cc1N1CCOCC1 | -1.9% | -0.6% | -0.6% | 10.5% | -2.8 | -2.0 | -4.2% | -1.5
Cc1csc(-c2nc3ccccc3n2C(C)c2nc3ccccc3[nH]2)c1 (centres undefined) | 2.1% | -12.4% | -23.6% | -11.9% | -3.4 | 0.5 | 12.2% | .
O=C1CS/C(=N/N=C/c2cccs2)N1 | -7.5% | -3.5% | -5.5% | 0.7% | 5.1 | 0.8 | 10.2% | -1.6
CC(C)(C)n1nc(Cc2cccc3ccccc23)c2c(N)ncnc21 | -14.6% | . | -16.8% | . | . | -0.5 | 14.2% | .
Cc1ccn2cc(CCNS(=O)(=O)c3ccc(F)c(C(F)(F)F)c3)nc2c1 | -8.1% | 2.3% | -8.5% | -4.4% | 5.3 | -1.6 | -9.9% | -2.8
CC(=O)N1CCC(C(=O)NCCOc2ccc(C)cc2)CC1 | 4.2% | -0.8% | 10.6% | -0.6% | -8.2 | -1.0 | 1.2% | -0.5
O=C(COc1ccccc1)N[C@@H]1c2ccccc2CC[C@H]1OCc1ccccc1 | -2.0% | -3.4% | -10.9% | -14.9% | 16.5 | -0.3 | 1.9% | 0.3
CCOC(=O)C1(Cc2ccccc2)C(=O)N(CCCN(C)C)c2ccccc21 (centres undefined) | 4.6% | -17.7% | -17.4% | -1.6% | -5.9 | -3.0 | -0.2% | -1.9
CC(C)n1c(N2CCN(C(=O)NCc3ccccc3)CC2)nc2ccccc21 | -4.8% | -4.3% | 3.4% | 0.4% | 4.9 | -4.8 | -6.5% | -2.6
COc1ccc(NC(=O)Cn2ccc3c(OC)cccc3c2=O)cc1 | 0.7% | 1.3% | -26.7% | -0.7% | -0.4 | 2.7 | -1.0% | 0.4
COC(=O)CCN1CCC(c2cc(-c3cccc(C(F)(F)F)c3)n[nH]2)CC1 | 0.7% | -10.5% | -16.5% | 3.6% | 5.8 | -0.6 | 3.8% | -0.4
CCCNC(=O)Cn1c(=O)cnc2ccccc21 | 1.8% | 1.3% | -19.8% | -11.2%[57.1 µM] | 1.1 | 2.6 | 5.3% | -1.0
OCC1OC(n2cnc3ccccc32)CC1O (centres undefined) | 7.5% | -8.7% | -6.1% | 1.3% | 14.6 | 0.0 | 8.1% | -0.7
COc1ccccc1NC(=O)COC(=O)C1CCCC1 | -3.8% | -16.2% | -16.5% | 7.6% | 2.9 | -0.6 | 10.4% | -2.8
COc1cc(NC(=O)Nc2cccc([N+](=O)[O-])c2)cc(OC)c1 | 3.1% | 3.7% | 0.1% | -13.1% | 9.4 | -1.0 | -3.2% | -52.9*
O=S(=O)(c1ccccc1)N1N=C(c2ccc(Cl)cc2)CC1c1ccco1 (centres undefined) | 20.1% | -1.4% | 1.4% | -16.7% | 6.4 | -4.0 | 4.6% | 0.8
COc1ccc(N(CC(=O)NCCSc2ccccn2)S(=O)(=O)c2ccccc2)c(OC)c1 | -10.7% | -1.5% | -24.9% | 6.8% | 10.0 | -0.3 | 7.1% | -1.6
O=C(CC(c1ccc(F)cc1)c1ccco1)Nc1nccs1 (centres undefined) | 5.6% | -14.1% | -0.7% | 2.2% | -10.4 | 1.1 | 9.6% | -1.9
CCOc1cc(C(=O)Nc2ccc(S(=O)(=O)NC3=NCCCCC3)cc2)cc(Br)c1OC | 7.5% | 1.8% | -17.6% | -16.0% | -6.7 | -0.2 | 8.1% | -2.2
CC(NCc1ccco1)C(=O)N1CCc2ccccc2C1 (centres undefined) | -1.9% | -1.9% | 2.7% | -0.8% | . | -1.3 | 6.4% | -0.5
Cc1cc2oc(C(=O)Nc3c(C)n(C)n(-c4ccccc4)c3=O)c(C)c2cc1Cl | -18.0% | 15.0% | -13.1% | 1.5% | 2.5 | 0.2 | -10.4% | -0.1
Cc1c(NC(=O)CN2C(=O)NC(C)(c3ccc(OC(F)F)cc3)C2=O)c(=O)n(-c2ccccc2)n1C (centres undefined) | 3.1% | -3.5% | 11.8% | 1.9% | -6.4 | 0.8 | 5.8% | -1.5
CC(=O)c1cc2c(cc1NC(=O)CN1CCCCC1C)OCO2 (centres undefined) | 7.1% | -0.5% | -0.5% | -9.3% | . | -0.5 | 5.4% | 0.5
CCSc1cc(N2CCCC2)nc(-c2ccc(C)cc2)n1 | 2.7% | 10.2% | 0.4% | 0.4% | 5.0 | -0.4 | -4.0% | 2.3
CCOC(=O)c1ccc(-n2c(C)nc3ccc(Br)cc3c2=O)cc1 | 6.4% | 5.0% | -23.8% | -21.3% | -2.6 | 0.2 | 4.3% | -2.2
O=C(NCc1ccccn1)c1c(Cl)cccc1Cl | -3.8% | -5.4% | 0.2% | -2.0% | -4.2 | -0.3 | 5.9% | -1.4
Cc1ccc(C(=O)Nc2nc(=O)n(C(=O)c3ccccc3Cl)s2)cc1 | 7.2% | ? | -14.1% | -5.2% | -25.8 | 1.1 | -1.7% | -0.5
Cc1cc(C)c(S(=O)(=O)c2ccccc2C)c(Oc2ccccc2)n1 | 5.1% | -2.8% | 3.9% | -25.0% | 8.7 | -3.0 | 7.1% | -3.6
O=c1cc(O)c2sc(Nc3ccc(F)c(Cl)c3)nc2[nH]1 | -4.2% | -4.4% | -29.2% | ? | -68.5* | 0.8 | -12.2% | -0.9
CCN1CCCC1CNC(=O)c1csc2c1CCCC2 (centres undefined) | 5.8% | -7.8% | 1.3% | -1.4%[57.1 µM] | . | -0.8 | 9.9% | 1.7
COC(=O)c1sccc1NC(=S)N1CCCCC1C (centres undefined) | 3.5% | -4.7% | 9.1% | -8.0% | 6.6 | -0.6 | 3.4% | 0.5
CCOC(=O)CCN(Cc1ccccc1)S(=O)(=O)c1csc(C(N)=O)c1 | 2.3% | -12.3% | -29.3% | 5.6% | -4.1 | -0.1 | 11.0% | -0.8
COc1ccc(-n2nc(C(=O)NCC(=O)N3CCN(c4ccccc4OC)CC3)c3ccccc3c2=O)cc1OC | 3.7% | -4.2% | 4.5% | -1.7% | 5.2 | -0.3 | 3.8% | -0.9
CC(C)(c1ccccc1)c1ccc(OCCN)cc1 | -6.6% | 3.9% | 0.0% | 4.0% | 0.2 | 0.3 | 9.4% | -2.7
CC(C)(O)C#Cc1ccc(CN2CCCC(CO)(Cc3cccc(Cl)c3)C2)cc1 (centres undefined) | -7.4% | ? | 3.4% | -1.7% | 3.2 | -1.4 | 21.3% | 2.5
COc1ccc(NC(=O)CN(C)C(=O)c2ccc(N3CCCCCC3)c([N+](=O)[O-])c2)cc1 | 0.4% | -2.1% | -11.5% | 2.9% | 7.1 | -0.2 | 0.1% | -2.3
COCCn1c(SCC(=O)c2ccc(F)cc2)nnc1C(C)C | -1.4% | ? | 1.8% | 4.3% | -15.5 | -0.3 | -1.0% | 2.7

High-throughput results deposited in PubChem BioAssay by National Center for Advancing Translational Sciences (NCATS).
